hIAP activ = increases human intestinal alkaline phosphatase activity; purified human IAP, CDP-Star luminescence, 30 min; stronger effect = higher value; 1 = vehicle-only enzyme, 0 = enzyme-free background; P09923; 0.16% of 330,000 active; activation factor at 10 µM;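 active = activation factor of the enzyme at least 2-fold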; also: the source names both 10 and 20 µM as test concentration; values of inactives mirror those of a sister screen read the other way
HKDC1 inh = blocks human hexokinase HKDC1 activity | AID 493160 | Q2TB90 | inhibition, % at 20 µM | recombinant HKDC1, G6PDH/diaphorase resazurin coupled fluorescence | 0.16% of 340,000 active;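 active = inhibition above about 35% when tested at 20 µM, limit read from the data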;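 also: plate controls were DMSO wells with enzyme for no effect and DMSO wells lacking enzyme for full effect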
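Material – in-house recombinant HK5 (HKDC1) enzyme · Quantity – HKDC1 at 5 µg/mL · Buffer or medium – pH 8.0 Tris buffer with 10 mM MgCl2 · Reagent – glucose with 1 mM ATP · Dosing – single 20 µM dose · Times – reaction time 90 min, room temperature, protected from light · Technique – resorufin fluorescence at 613 nm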
hIAP block = blocks human intestinal alkaline phosphatase; P09923; purified IAP, CDP-Star luminescence, 30 min; inhibition, % at 10 µM; 0.12% of 330,000 active; AID 2544;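 active = inhibition reaching a set limit with compound at 10 µM in the primary screen, cut at about 35% in these data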;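 also: plate controls were DMSO wells with enzyme for no effect and no-enzyme buffer wells for full effect; values of inactives mirror those of a sister screen read the other way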
mIAP inh = mouse IAP inhibition | purified mouse IAP, CDP-Star luminescence, 30 min | inhibition, % at 10 µM | 0.2% of 330,000 active;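 active = inhibition of at least 40% at 10 µM in the primary screen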;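 also: plate controls were DMSO with enzyme for no effect and no enzyme wells for full effect; values of inactives mirror those of a sister screen read the other way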
mIAP act = mouse IAP activation; muIAP, CDP-Star luminescence, 30 min; stronger effect = higher value; 1 = vehicle-only enzyme signal, 0 = enzyme-free wells; activation factor at 10 µM; 0.24% of 330,000 active;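 active = activation factor of at least 2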; also: the source names both 10 and 20 µM as test concentration; values of inactives mirror those of a sister screen read the other way
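System: mouse IAP enzyme. Reagent: CDP-Star chemiluminescent phosphatase substrate. Benchmarks: DMSO wells, no-enzyme wells. Times: 30 min enzyme-substrate-compound incubation at room temperature. Detection: luminescence from enzymatic CDP-Star hydrolysis. Doses: test compounds delivered from DMSO solution.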
ATG4B inh = ATG4B (human) cysteine protease inhibition; inhibition, % at 8.33 µM; Q9Y4P1; AID 504462; ATG4B cleavage of LC3-PLA2, NBD-HPC fluorescence, 1 h; 0.51% of 340,000 active; in the data active = inhibition above about 40%
Target sequence (Q9Y4P1 whole entry, looked up): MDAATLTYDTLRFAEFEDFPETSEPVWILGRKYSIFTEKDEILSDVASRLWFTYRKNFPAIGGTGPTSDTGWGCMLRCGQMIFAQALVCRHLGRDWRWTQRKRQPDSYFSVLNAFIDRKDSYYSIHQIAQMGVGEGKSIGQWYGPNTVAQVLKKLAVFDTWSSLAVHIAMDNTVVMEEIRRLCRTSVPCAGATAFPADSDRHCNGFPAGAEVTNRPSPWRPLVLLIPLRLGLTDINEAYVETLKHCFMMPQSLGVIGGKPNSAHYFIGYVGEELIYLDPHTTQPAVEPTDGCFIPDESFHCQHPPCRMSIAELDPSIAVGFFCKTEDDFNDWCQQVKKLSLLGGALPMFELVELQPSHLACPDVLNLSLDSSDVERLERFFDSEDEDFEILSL
APOBEC3A inh = inhibitors of human APOBEC3A DNA deaminase; P31941; recombinant A3A, FAM/TAMRA ssDNA deamination fluorescence; inhibition, % at 20 µM; 0.41% of 330,000 active; AID 493011;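 active = at least 40% inhibition at 20 µM here, with at most 30% in a related deaminase screen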;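 also: plate controls were A3A with DMSO for no effect and wells lacking A3A enzyme for full effect; some results filed as inactive read as strong as hits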
Target sequence (P31941 whole entry, looked up): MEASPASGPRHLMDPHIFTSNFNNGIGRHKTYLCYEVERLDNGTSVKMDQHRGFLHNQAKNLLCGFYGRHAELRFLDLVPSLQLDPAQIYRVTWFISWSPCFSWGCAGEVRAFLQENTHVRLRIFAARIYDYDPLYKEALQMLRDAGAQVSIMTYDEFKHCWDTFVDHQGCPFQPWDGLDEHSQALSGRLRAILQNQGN
PfG6PD inh = PfG6PD (Plasmodium falciparum) enzyme inhibition | PfGluPho enzyme, NADPH resazurin-diaphorase fluorescence | inhibition, % at 20 µM | 0.78% of 350,000 active | AID 504690;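 active = inhibition reaching at least a set limit at 20 µM in the primary screen, cut at about 59% in these data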;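 also: 0% = DMSO wells with substrate and 100% = DMSO wells lacking glucose-6-phosphate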
Starred values were filed as active, the others as inactive.

SMILES	hIAP activ	HKDC1 inh	hIAP block	mIAP inh	mIAP act	ATG4B inh	APOBEC3A inh	PfG6PD inh
COc1ccccc1CNC(=O)C1CC(c2ccccc2[N+](=O)[O-])=NO1 (configuration not stated)	0.94	-4	6	0	0.99	-7	-1	-3
CCn1c(=O)c([N+](=O)[O-])c(NCC(O)c2ccccc2)c2ccccc21 (configuration not stated)	0.97	3	3	-3	1	4	28	1
Cc1ccc(S(=O)(=O)N2CCC(C(=O)N3Cc4ccccc4C3)CC2)cc1	1.1	3	-6	2	0.98	16	-4	-15
Cc1ccc(C)c(S(=O)(=O)N2CCN(C(=O)Cn3cnc4c3c(=O)n(C)c(=O)n4C)CC2)c1	1.2	-5	-18	4	0.96	2	-2	-8
COc1ccc(-c2cn3c4c(sc3n2)CCCC4)cc1	0.96	4	4	10	0.9	16	-3	93*
Cc1cc(C)c(C)c(S(=O)(=O)N2CCC(C(=O)Nc3ccccc3N3CCOCC3)CC2)c1C	1.1	5	-12	2	0.98	28	2	0
C=CCN(c1ccccc1)S(=O)(=O)c1cccc2cccnc12	1	2	-3	-7	1.1	-3	-5	0
CC(=O)Nc1ccc(OC(=O)CC2SC(=O)NC2=O)cc1 (configuration not stated)	1	-8	-1	2	0.98	-2	8	-12
Cc1ccc(OC(C)C(=O)Nc2ccc(S(=O)(=O)Nc3cc(C)on3)cc2)cc1 (configuration not stated)	0.98	17	2	3	0.97	0	5	-12
Cc1ccc(-c2csc3ncn(CC(=O)OC(C)C)c(=O)c23)cc1	1.3	-4	-26	-5	1.1	-4	2	7

Complete entries as entered above. Screens in order: hIAP activ	HKDC1 inh	hIAP block	mIAP inh	mIAP act	ATG4B inh	APOBEC3A inh	PfG6PD inh
Shown for Cc1cc(C)c(C)c(S(=O)(=O)N2CCC(C(=O)Nc3ccccc3N3CCOCC3)CC2)c1C : 1.1	5	-12	2	0.98	28	2	0
Shown for Cc1ccc(OC(C)C(=O)Nc2ccc(S(=O)(=O)Nc3cc(C)on3)cc2)cc1 (configuration not stated) : 0.98	17	2	3	0.97	0	5	-12
Shown for Cc1ccc(S(=O)(=O)N2CCC(C(=O)N3Cc4ccccc4C3)CC2)cc1 : 1.1	3	-6	2	0.98	16	-4	-15
Shown for COc1ccccc1CNC(=O)C1CC(c2ccccc2[N+](=O)[O-])=NO1 (configuration not stated) : 0.94	-4	6	0	0.99	-7	-1	-3

(further entries)
SMILES	hIAP activ	HKDC1 inh	hIAP block	mIAP inh	mIAP act	ATG4B inh	APOBEC3A inh	PfG6PD inh
c1ccc(Cn2ncc3ccccc32)cc1	0.94	-9	6	-12	1.1	2	-6	-13
Cc1c(C#N)c(N=CN(C)C)c(C(=O)c2ccccc2)n1-c1ccc(Br)cc1	0.94	2	6	13	0.87	-2	1	0
COc1ccc(-n2c(SCC(=O)NCC3CCCO3)nc3ccccc32)cc1 (configuration not stated)	1	-7	-4	1	0.99	4	-1	-13
COc1ccc(CC(=O)OCC(=O)NCc2ccc(C)cc2)cc1OC	1	-4	-1	-4	1	-10	3	5
CCCCc1ccc(NC(=S)Nc2cccnc2)cc1	0.98	-1	2	-7	1.1	-8	-3	-2
COC(=O)c1ccc(Nc2ncnc3sccc23)cc1	0.94	-4	6	-8	1.1	-6	1	49
COc1ccc2c(c1)OC[C@H]1[C@H]2N2C(=O)CN(Cc3ccco3)C(=O)[C@@]2(C)[C@H]1c1ccccc1	0.89	6	11	7	0.93	-9	1	1
O=C(Cc1nn[nH]n1)NCc1ccccc1Cl	1.2	3	-25	0	1	-6	-4	-14
CNC(=O)c1ccc(-c2nc(-c3ccccc3)cs2)cc1	1	-4	0	-3	1	11	1	14
CC(=O)OCC(=O)N1CCN(c2ccc([N+](=O)[O-])cc2)CC1	0.93	-10	7	10	0.9	9	-4	-9
Cc1cccc(N(C(=O)CNC(=O)c2ccco2)C(C(=O)NC2CCCC2)c2ccncc2)c1C (configuration not stated)	0.95	-4	5	3	0.97	8	-1	-2
COC(=O)[C@H](CC(C)C)N(Cc1ccccc1)S(=O)(=O)N(Cc1ccccc1)[C@@H](CC(C)C)C(=O)OC	0.87	1	13	4	0.96	1	-3	15
O=C(c1cc2cc3ccc(Cl)cc3nc2o1)N1CCCCCC1	1.1	2	-7	10	0.9	-7	-4	18
CC(O)C(=O)N/N=C/c1ccccc1C(=O)O (configuration not stated)	0.92	-9	8	5	0.95	3	-4	16
Nc1ncnc(Nc2cc(Cl)cc(Cl)c2)c1[N+](=O)[O-]	1	-7	-1	-7	1.1	12	-4	-2
O=C(/C=C/c1ccccc1[N+](=O)[O-])NCCN1C(=O)S/C(=C\c2ccc(F)cc2)C1=O	0.99	-4	1	1	0.99	-1	-2	12
Cc1n[nH]c(=S)n1/N=C/c1ccc(Br)o1	0.96	-8	4	6	0.94	-11	-5	39
O=C(Cn1cnc2ccccc2c1=O)Nc1ccccc1N1CCOCC1	1	-8	-3	2	0.97	-5	-2	11
Cc1cc(C(F)(F)F)n(-c2nc(C(=O)NNS(=O)(=O)c3ccccc3)cs2)n1	0.96	0	4	-4	1	-19	1	-5
COc1ccc2c3c(c(=O)oc2c1OCC(=O)O)CCCC3	1	9	-2	-7	1.1	-4	0	-2
COc1ccc(-n2c(COc3ccc4ccccc4c3)nnc2SCC(=O)NCc2ccco2)cc1	0.86	-9	14	-2	1	-7	1	24
Cc1ccc(S(=O)(=O)N2CCCCC2CCNC(=O)C(=O)NC2CCCC2)cc1 (configuration not stated)	0.93	1	7	-9	1.1	-1	2	-9
C=CCN(c1ccccc1)S(=O)(=O)c1ccc(Cl)c(C(=O)OCC(=O)c2[nH]c(C)c(C(C)=O)c2C)c1	0.98	-9	2	7	0.93	-6	1	-8
CSCC[C@H](NC(=O)NCc1ccc(F)cc1)C(=O)O	1.1	-7	-6	-1	1	3	-2	-11
COc1ccc2nc(C)c(C(N)=O)cc2c1	0.89	-1	11	7	0.93	-2	2	-1
O=C(O)c1ccc(/C=N/NC(=S)NCc2ccccc2)cc1	0.91	-7	9	1	0.99	-1	-5	-7
CCOc1cc(/C=C2\N=C3CCCCCN3C2=O)ccc1O	0.79	5	21	20	0.81	0	-4	-6
Cc1cc(C)n(Cc2ccccc2F)c(=O)c1C#N	1.2	-2	-19	-8	1.1	-6	-7	-14
C=C1CCN([C@@H](CC(C)C)C(=O)O)S(=O)(=O)c2ccccc21	0.93	-5	7	-9	1.1	0	-3	-5
CCN(C(=O)c1ccc(C)c(Br)c1)c1ccccc1	1.1	-9	-12	7	0.93	1	-6	37
O=C(c1ccc(Cl)c(Cl)c1)c1cnc(Nc2ccccc2)s1	0.81	-6	20	-2	1	3	1	-4
O=C(OC1CCOC1=O)c1ccc(N2CCCC2)c([N+](=O)[O-])c1 (configuration not stated)	0.97	2	3	3	0.97	-7	5	17
Cc1nn(-c2ccc(Cl)cc2)c(=O)c2ccccc12	0.96	-12	4	-13	1.1	-1	-3	-5
O=C(c1cc(COc2cccc(C(F)(F)F)c2)on1)N1CCSCC1	1.2	-2	-21	-7	1.1	15	-3	-6
Cn1cnc([N+](=O)[O-])c1Nc1ccc(O)cc1	1	8	-5	9	0.91	-12	5	5
COc1ccc(C(=O)NCCc2cnc[nH]2)cc1OC	0.99	-4	1	6	0.94	-1	-4	-11
O=C(COc1ccc(Br)cc1)NCCCn1ccnc1	2.6*	-6	-155	1	0.99	0	-2	-21
Cc1ccc(C2CC(c3cccc(Br)c3)n3nc(N)nc3N2)cc1 (configuration not stated)	1	2	0	2	0.98	-1	0	18
CCSc1cc(N2CCCC2)nc(-c2cccc(C)c2)n1	0.94	-12	6	1	0.99	0	-5	-2
CSc1nc2nccc(-c3ccc(Cl)cc3)n2n1	0.97	5	3	4	0.96	4	0	-8
COc1ccc([C@H]2/C=C\CN(S(=O)(=O)c3ccc(C)cc3)[C@@H](C)C(=O)N2Cc2ccc(F)cc2)cc1	1.1	-1	-11	-4	1	2	-2	-2
COc1ccc(C(=O)n2c(-c3ccco3)nc3ccccc32)cc1	1.1	3	-10	2	0.98	-6	2	31
Cc1nc(SC2CC(=O)N(c3ccc([N+](=O)[O-])cc3)C2=O)nc2c1CCCC2 (configuration not stated)	0.96	-4	4	10	0.9	-3	2	25
Cc1nc(Oc2ccccc2)c2ccsc2n1	1.2	-5	-17	-7	1.1	-2	-8	-3
CC(C)(C)c1cc(CN2CCN(CCO)CC2)cc(C(C)(C)C)c1O	0.97	-3	3	-10	1.1	-4	0	-4
O=C1CS/C(=N\C(=O)N2c3ccccc3Sc3ccccc32)N1	1	10	-1	0	1	1	0	-7
O=C(O)CSc1ncn[nH]1	0.97	-3	3	7	0.93	-1	-5	-3
NC(=S)NC(=O)c1ccccc1	1	-3	-3	15	0.85	-1	-1	0
CCOC(=O)N1CCN(Cc2nc3c(c(=O)n(C)c(=O)n3C)n2CCC(C)C)CC1	1.1	-5	-6	-3	1	-14	0	-3
C=CCSc1nc(N2CCOCC2)c2c(c1C#N)CC(C)(C)N(C)C2	1.1	8	-12	2	0.98	-1	7	-13

New compounds follow.
SMILES	hIAP activ	HKDC1 inh	hIAP block	mIAP inh	mIAP act	ATG4B inh	APOBEC3A inh	PfG6PD inh
CCCCNC(=O)C1CCN(Cc2ccc(OCc3ccccc3)cc2)CC1	1.3	-6	-25	-9	1.1	2	-2	-12
Cc1cc(C)nc(SCC(=O)Nc2ncc(Cc3ccc(Cl)c(Cl)c3)s2)n1	0.97	-1	3	-7	1.1	-10	0	-9
O=C1c2ccccc2CCC12N=NCC2c1ccc(Br)cc1 (configuration not stated)	0.86	6	14	8	0.92	16	-3	-18
O=C(CCNS(=O)(=O)c1ccccc1)OCC(=O)c1ccc[nH]1	1.1	-2	-9	2	0.98	-5	5	-2
COc1ccc(N2CCN(C(=O)CSc3nnc(NC(=O)C4CCC4)s3)CC2)cc1	1.1	-4	-6	-8	1.1	-3	-1	-6
CC(=O)n1cc([C@@H]2C=C(C(=O)N3CCOCC3)O[C@H](OCCCCO)C2)c2ccccc21	0.97	-5	3	-18	1.2	-9	-1	5
CCCn1nnnc1SCC(=O)N1C(C)CCCC1C (configuration not stated)	1.2	-3	-18	-6	1.1	-5	-6	-2
O=C(COC(=O)c1ccccc1)Nc1cccc(S(=O)(=O)N2CCCCC2)c1	1.1	-1	-8	-8	1.1	-6	-1	5
COc1ccc(NC(=S)N2CCN(C(=O)C3CCCO3)CC2)cc1 (configuration not stated)	1	-6	-4	3	0.97	7	-4	-2
C=CCn1c(SCc2ccc(C#N)cc2)nnc1-c1cccc(Cl)c1	1.1	-4	-6	3	0.97	3	-4	0
O=C(COC(=O)c1ccc([N+](=O)[O-])s1)Nc1ccccc1	0.99	-1	1	5	0.95	-11	1	17
O=[N+]([O-])c1cccc(/C=N/n2c(COc3ccccc3)n[nH]c2=S)c1	1.1	3	-5	12	0.88	17	0	30
CCNC(=O)COC(=O)Cc1ccc(Cl)cc1Cl	1	-12	-2	-18	1.2	-10	-2	10
O=C(c1ccc(Cl)c(S(=O)(=O)N2CCCC2)c1)N1CCOCC1	1	-2	-3	-4	1	-2	1	8
O=C(Nc1ccccc1)OCCCc1ccccc1	1.1	-8	-7	3	0.97	0	-5	10
COc1cc(CCC(=O)O)on1	1.1	3	-14	3	0.97	-1	-5	2
CCN=c1scc(-c2ccc(F)cc2)n1/N=C/c1ccccn1	0.9	-2	10	10	0.9	-13	1	10
COc1ccc(OC)c(C2=NOC(C(=O)NCc3ccco3)C2)c1 (configuration not stated)	1.1	8	-6	-4	1	-4	2	11
CCCS(=O)(=O)N1CCN=C1SCc1cccc(F)c1	1	-3	-2	4	0.96	-1	-5	11
Nc1nc(Cl)c(C=O)c(N2CCCCC2)n1	0.99	-1	1	7	0.93	0	5	0
NC(=O)c1ccccc1N/C=C/C(=O)c1cccs1	1.2	-6	-15	-8	1.1	-7	-17	3
